MIN6 prolif: induces beta-cell replication in MIN6 cells; MIN6 cells proliferation, ATPlite luminescence, 48 h; cells starved in 0.2% serum; 100% = growth in 10% serum; proliferation, % at 10 µM; 330,000 tested, 0.29% active; AID 2380;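 active = compounds whose signal lies at least 3.5 SD above the mean of all wells on their plate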;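 note: 0% = DMSO-treated cells in low-serum medium and 100% = 10% serum control; some compounds called inactive have numbers as strong as hits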
hIAP act: increases human intestinal alkaline phosphatase activity; AID 2524; activation factor at 10 µM; purified human IAP, CDP-Star luminescence, 30 min; hits give high values; 1 = vehicle-only enzyme, 0 = enzyme-free background; P09923; 330,000 tested, 0.16% active;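 active = activation factor of the enzyme at least 2-fold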; note: the source names both 10 and 20 µM as test concentration; values of inactives mirror those of a sister screen read the other way
Target sequence (P09923 whole entry, looked up): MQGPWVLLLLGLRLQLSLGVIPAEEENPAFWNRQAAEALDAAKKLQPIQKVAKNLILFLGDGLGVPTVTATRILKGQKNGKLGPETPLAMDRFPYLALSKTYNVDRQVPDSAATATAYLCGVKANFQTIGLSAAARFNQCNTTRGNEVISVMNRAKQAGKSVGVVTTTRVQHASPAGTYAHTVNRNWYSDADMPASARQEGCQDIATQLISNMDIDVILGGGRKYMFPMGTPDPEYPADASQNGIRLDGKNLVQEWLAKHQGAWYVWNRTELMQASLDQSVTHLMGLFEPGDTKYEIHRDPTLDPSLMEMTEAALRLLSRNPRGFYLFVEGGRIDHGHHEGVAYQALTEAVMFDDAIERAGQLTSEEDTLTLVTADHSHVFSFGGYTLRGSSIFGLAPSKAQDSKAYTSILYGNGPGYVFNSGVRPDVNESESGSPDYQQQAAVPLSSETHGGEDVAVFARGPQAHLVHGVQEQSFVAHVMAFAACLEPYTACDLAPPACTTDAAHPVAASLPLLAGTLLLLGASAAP
A3G deaminase: inhibitors of human APOBEC3G DNA deaminase | Q9HC16 | recombinant A3G, ssDNA deamination FAM/TAMRA fluorescence | inhibition, % at 20 µM | 330,000 tested, 0.28% active | AID 493012;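 active = inhibition of at least 40% at 20 µM, with no more than 30% in the related APOBEC3A deaminase screen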;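 note: plate controls were DMSO wells with A3G for no effect and wells lacking A3G enzyme for full effect; some compounds called inactive have numbers as strong as hits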
mIAP activ: increases mouse intestinal alkaline phosphatase activity | muIAP, CDP-Star luminescence, 30 min; hits give high values; 1 = vehicle-only enzyme signal, 0 = enzyme-free wells | activation factor at 10 µM | 330,000 tested, 0.24% active;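 active = activation factor of at least 2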; note: the source names both 10 and 20 µM as test concentration; values of inactives mirror those of a sister screen read the other way
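Assay system: mouse IAP enzyme / Compound: DMSO-dissolved test compounds / Timing: 30 min, room temperature / Measured by: luminescence from enzymatic CDP-Star hydrolysis / Control set: DMSO-only wells, enzyme-free buffer wells as negative control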
mIAP block: blocks mouse intestinal alkaline phosphatase; 330,000 tested, 0.2% active; AID 2806; inhibition, % at 10 µM; purified mouse IAP, CDP-Star luminescence, 30 min;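 active = inhibition of at least 40% at 10 µM in the primary screen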;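 note: plate controls were DMSO with enzyme for no effect and no enzyme wells for full effect; values of inactives mirror those of a sister screen read the other way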
hIAP block: human IAP inhibition. P09923. purified IAP, CDP-Star luminescence, 30 min. inhibition, % at 10 µM. 330,000 tested, 0.12% active;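 active = inhibition reaching a set limit with compound at 10 µM in the primary screen, cut at about 35% in these data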;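 note: plate controls were DMSO wells with enzyme for no effect and no-enzyme buffer wells for full effect; values of inactives mirror those of a sister screen read the other way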
A3A deaminase: human APOBEC3A DNA deaminase inhibition; P31941; recombinant A3A, FAM/TAMRA ssDNA deamination fluorescence; inhibition, % at 20 µM; 330,000 tested, 0.41% active; AID 493011;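 active = at least 40% inhibition at 20 µM here, with at most 30% in a related deaminase screen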;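 note: plate controls were A3A with DMSO for no effect and wells lacking A3A enzyme for full effect; some results filed as inactive read as strong as hits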
Target sequence (P31941 whole entry, looked up): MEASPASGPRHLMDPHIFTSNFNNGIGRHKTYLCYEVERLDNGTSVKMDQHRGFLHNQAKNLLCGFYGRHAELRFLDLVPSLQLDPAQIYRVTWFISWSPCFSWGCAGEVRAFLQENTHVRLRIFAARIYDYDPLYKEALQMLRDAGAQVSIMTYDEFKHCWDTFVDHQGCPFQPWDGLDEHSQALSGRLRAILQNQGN
MPTP inh: permeability transition pore inhibition; isolated mouse mitochondria, Ca2+ swelling absorbance, 30 min; inhibition, % at 10 µM; 360,000 tested, 1.4% active;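 active = inhibition of 50% or more, scaled per plate between neutral and stimulator controls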;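 note: 0% = DMSO wells given calcium and 100% = 1 mM EGTA wells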
ATG4B inh: inhibitors of human ATG4B cysteine protease; Q9Y4P1; ATG4B cleavage of LC3-PLA2, NBD-HPC fluorescence, 1 h; inhibition, % at 8.33 µM; 340,000 tested, 0.51% active; in the data active = inhibition above about 40%
The depositor's hits bear a star; · = not tested or not shown. Rows were taken by chance; about 3.3% have a hit in one of these screens.

SMILES | MIN6 prolif | hIAP act | A3G deaminase | mIAP activ | mIAP block | hIAP block | A3A deaminase | MPTP inh | ATG4B inh
CCN(C(=O)COn1nnc2ccc(S(=O)(=O)N(C)C)cc21)C1CCS(=O)(=O)C1 (stereo not given) | -4 | 1 | -7 | 1.1 | -6 | 0 | -1 | 1.7 | -1
COc1cccc(C2C3=C(CC(C)(C)CC3=O)Nc3n[nH]c(C)c32)c1 (stereo not given) | -2 | 1.2 | -5 | 1.1 | -10 | -20 | -3 | -2.1 | -4
C=CCn1c(SCC(=O)Nc2ccc(-c3nc4ccc(C)cc4s3)cc2)nnc1-c1ccncc1 | 0 | 1 | -2 | 0.94 | 6 | -1 | 2 | -0.6 | 7
Cc1cccc(NC(=S)NCCN2CCOCC2)c1 | -2 | 0.86 | -6 | 1.1 | -6 | 14 | 4 | 0.1 | -13
N#Cc1c(NC(=O)C2CC(c3ccccc3Cl)=NO2)sc2c1CCC2 (stereo not given) | -3 | 1.1 | -7 | 1 | -4 | -5 | -2 | 2.2 | 51*
CC(NC(=O)CCCCCN1C(=O)c2ccccc2C1=O)c1ccc2c(c1)CCCC2 (stereo not given) | 1 | 1.1 | -6 | 0.98 | 2 | -10 | -6 | 0.4 | 0
O=Cc1c[nH]c2cccc(OCc3ccccc3)c12 | -7 | 0.89 | -3 | 0.98 | 2 | 11 | 1 | -1.8 | 23
CN(CC(O)COc1ccccc1F)C1CCCCC1 (stereo not given) | 4 | 1.1 | 4 | 1 | 0 | -14 | 2 | -1.6 | 6
CCOC(=O)c1sc(=S)n(-c2cccc(OC)c2)c1N | -5 | 0.91 | 35 | 0.85 | 15 | 9 | 2 | -0.3 | -5
Cc1ccc2nc(-c3ccc(N4C(=O)CC(N5CCC(C(N)=O)CC5)C4=O)cc3)sc2c1 (stereo not given) | -3 | 0.99 | -9 | 1 | -4 | 1 | 0 | · | ·
CCn1c(CNC(=O)c2ccccc2F)nnc1SCc1nc2ccccc2c(=O)[nH]1 | 0 | 1.2 | -6 | 1.1 | -9 | -17 | -3 | · | ·
CN1C=CC(=CC=C2C=CC(=O)C=C2)C=C1 | -4 | 0.8 | 1 | 0.88 | 12 | 20 | 24 | -0.2 | 0
O=C(CNC(=O)Cn1ccc2ccccc2c1=O)NCCCN1CCN(c2cccc(Cl)c2)CC1 | -2 | 0.97 | -1 | 0.99 | 1 | 3 | 4 | -0.7 | -9
Cc1onc(-c2ccccc2)c1C(=O)N(C)CCc1ccccn1 | 0 | 1.2 | 3 | 0.93 | 7 | -23 | 6 | -1.3 | -4
O=C1C(C2=NC(c3ccccn3)C3C(=O)N(c4ccccc4)C(=O)C23)=C(O)c2ccccc21 (stereo not given) | 7 | 1.2 | -3 | 0.85 | 15 | -22 | -5 | 0.5 | -10
COC(=O)c1c(C)[nH]c(C(=O)C(C)Sc2nnc(-c3cc(OC)c(OC)c(OC)c3)o2)c1C (stereo not given) | 0 | 0.94 | -2 | 0.98 | 2 | 6 | -2 | -0.7 | -12
Cc1n[nH]c(=O)nc1NCC1CCCO1 (stereo not given) | 1 | 0.91 | 20 | 0.95 | 5 | 9 | 1 | 0.0 | -4
COCCN(C(=O)CSc1ccc2c(c1)OCCO2)c1c(N)n(CC(C)C)c(=O)[nH]c1=O | -4 | 0.95 | -11 | 1.1 | -8 | 4 | -3 | -0.2 | -2
CN(c1ccccc1)S(=O)(=O)c1cccc(NC(=O)CCNC(=O)c2ccc(Cl)cc2)c1 | -5 | 0.99 | -3 | 1.1 | -12 | 1 | 1 | 0.3 | -29
Cc1noc(C)c1C(=O)N1CCN(c2ccc(OCc3ccccc3)cc2)CC1 | 3 | 1.1 | 3 | 1 | 0 | -6 | 2 | 1.6 | -12
CC(C)Nc1nc(-c2ccncc2)nc(-c2ccc(Cl)cc2)c1C#N | 5 | 1 | -7 | 0.98 | 2 | -1 | 1 | 0.3 | 1
COc1ccc(N2CCC(CNC(=O)Nc3cccc(OC)c3)C2)cc1 (stereo not given) | -4 | 1 | 5 | 1.7 | -70 | -4 | 1 | 0.2 | 1
CC#CC[N+](C)(C)CC(=O)c1ccccc1 | 0 | 1.1 | -8 | 1 | 0 | -15 | -6 | 2.6 | 5
O=C1CCCN1CC(=O)N1CCCC(Nc2cccc(F)c2)C1 (stereo not given) | -3 | 0.97 | 1 | 1 | -2 | 2 | -1 | 0.3 | 1
Cc1cc(N2CCC(C)CC2)n2ncc(-c3ccccc3)c2n1 | -4 | 1.4 | -3 | 1.1 | -11 | -42 | 1 | 4.3 | -1
CC(C)n1cc(/C(N)=N/O)c(=O)n(Cc2ccccc2)c1=O | 4 | 1.1 | -3 | 1 | -4 | -10 | -3 | 3.1 | -7
O=C(COC(=O)c1cc([N+](=O)[O-])ccc1N1CCOCC1)NCc1ccc(F)cc1 | -1 | 1.1 | -8 | 1.1 | -5 | -13 | -3 | -0.5 | -2
CC(=O)c1cccc(NC(=O)c2cccc3ccccc23)c1 | 1 | 1 | -4 | 0.96 | 4 | 0 | 0 | -0.2 | -13
NC(=O)C1CCCCc2c1[nH]c1ccc(Cl)cc21 (stereo not given) | -2 | 0.99 | -1 | 0.99 | 1 | 1 | -4 | 3.0 | 56*
COc1ccc2c(c1)c1ncn(CCN3CCCCC3)c(=O)c1n2C | 1 | 0.95 | 2 | 1 | -4 | 5 | 6 | -1.9 | -1

Reprinted from the part before: five entries; new compounds follow.
SMILES | MIN6 prolif | hIAP act | A3G deaminase | mIAP activ | mIAP block | hIAP block | A3A deaminase | MPTP inh | ATG4B inh
CC(C)n1cc(/C(N)=N/O)c(=O)n(Cc2ccccc2)c1=O | 4 | 1.1 | -3 | 1 | -4 | -10 | -3 | 3.1 | -7
O=C(COC(=O)c1cc([N+](=O)[O-])ccc1N1CCOCC1)NCc1ccc(F)cc1 | -1 | 1.1 | -8 | 1.1 | -5 | -13 | -3 | -0.5 | -2
CC(=O)c1cccc(NC(=O)c2cccc3ccccc23)c1 | 1 | 1 | -4 | 0.96 | 4 | 0 | 0 | -0.2 | -13
NC(=O)C1CCCCc2c1[nH]c1ccc(Cl)cc21 (stereo not given) | -2 | 0.99 | -1 | 0.99 | 1 | 1 | -4 | 3.0 | 56*
COc1ccc2c(c1)c1ncn(CCN3CCCCC3)c(=O)c1n2C | 1 | 0.95 | 2 | 1 | -4 | 5 | 6 | -1.9 | -1
CCOC(=O)/N=C(/NC(=O)Nc1ccc(C(=O)OCC)cc1)OC | 1 | 0.95 | -3 | 1.1 | -9 | 5 | -2 | 11 | -1
CN(C)C(CNC(=O)CCNC(=O)c1ccc(Cl)cc1)c1ccco1 (stereo not given) | 1 | 0.98 | -8 | 0.96 | 4 | 2 | -2 | -0.4 | -8
Cc1ccccc1CC1(CO)CCCN(C(=O)c2cc(Cl)ccc2F)C1 (stereo not given) | -1 | 1.1 | -4 | 1 | -2 | -9 | -2 | -0.8 | -8
Cc1onc(-c2ccccc2Cl)c1C(=O)N1CCCCC1 | 0 | 0.93 | -8 | 0.93 | 7 | 7 | -3 | -0.1 | -3
Cc1cccc(-c2noc(C(C)NC(=O)c3ccco3)n2)c1 (stereo not given) | -1 | 1 | -9 | 1 | -3 | -2 | -1 | 0.2 | 4
CC1CCCC(NC(=O)CSc2nncs2)C1C (stereo not given) | -2 | 0.9 | -8 | 0.97 | 3 | 10 | 1 | -1.1 | -3
COc1ccc(C(=O)NNC(=O)c2cc3cc(OC)ccc3oc2=O)cc1 | -2 | 1.3 | -7 | 0.74 | 26 | -30 | 2 | 0.0 | -5
Cc1ccc(S(=O)(=O)NC(C)C(c2cccs2)N2CCOCC2)cc1 (stereo not given) | 7 | 0.93 | -2 | 1.1 | -6 | 7 | -4 | 0.1 | -14
COc1ccc(NC(=O)CSc2nccn2Cc2ccco2)c(OC)c1 | 0 | 0.98 | -6 | 0.93 | 7 | 2 | -5 | -0.1 | -9
O=C(O)CCC(=O)Nc1ccccc1C(=O)NC1CCCCC1 | -1 | 2.1* | -3 | 1 | 0 | -110 | -3 | -0.5 | -8
CCn1c(SCC(=O)NCCc2ccccc2)nc2c(c1=O)SC(C)C2 (stereo not given) | 1 | 1 | -1 | 1 | -2 | -2 | -1 | -2.1 | -13
O=C(c1ccccc1)n1ccc(-c2cnc(-c3ccccc3)s2)n1 | -1 | 1.2 | -3 | 1 | -3 | -17 | 1 | 0.2 | -3
CC(C)Cc1nnc(NC(=O)CN2C(=O)C3CCCCC3C2=O)s1 (stereo not given) | -2 | 1 | 1 | 0.91 | 9 | -3 | 2 | -0.5 | -1
CSCCNC(=O)c1ccc(C(C)(C)C)cc1 | -3 | 0.86 | -4 | 1 | 0 | 14 | -3 | 4.1 | -7
O=[N+]([O-])c1ccccc1/C=C/C=N/N1CCCCC1 | -2 | 0.84 | -5 | 1 | -1 | 16 | 3 | 0.4 | 15
CNC(=S)NNC(=O)COc1cccc(C)c1C | -3 | 1.5 | 5 | 0.92 | 8 | -49 | -2 | -0.7 | -6
O=C(CS(=O)(=O)Cc1ccccc1)Nc1ncccn1 | -1 | 1.1 | 3 | 0.94 | 6 | -9 | 6 | 0.4 | -5
CCOC(Cn1cc(C)c(=O)[nH]c1=O)OCC | 3 | 1.1 | -3 | 1.1 | -10 | -13 | -2 | -0.7 | -8
CCCC(OC(=O)CN1C(=O)COc2ccccc21)C(=O)NC1CCCC1 (stereo not given) | -3 | 1.1 | -3 | 1 | 0 | -5 | -2 | -2.0 | -2
CC(=O)c1ccc(N2CCN(C(=O)c3ccc(OCc4c(C)noc4C)cc3)CC2)cc1 | -1 | 1 | -1 | 1.1 | -6 | -4 | 0 | 1.3 | -16
CCOc1ccc(NC(=S)Nc2cc(-c3ccccc3)[nH]n2)cc1 | -5 | 0.88 | -5 | 0.96 | 4 | 12 | 0 | 11 | 2
COc1cc(S(=O)(=O)N(C)C)ccc1F | -3 | 0.84 | -11 | 0.98 | 2 | 16 | 0 | -0.2 | 1
COc1ccc(C2=NOC(C(=O)NCc3cccs3)C2)cc1OC (stereo not given) | -3 | 1.1 | -3 | 1 | -4 | -9 | 0 | · | -10
N#C/C(=C\c1cn[nH]c1-c1ccc(Cl)cc1)C(=O)NC1CC1 | 0 | 1 | 3 | 0.96 | 4 | -4 | -1 | 1.7 | -4
Cc1ccc2cc(CN(CC3CCCO3)C(=O)c3cccs3)c(=O)[nH]c2c1 (stereo not given) | 0 | 0.9 | -6 | 0.98 | 2 | 10 | 0 | -0.5 | -9
CC(Sc1nnc(Cc2cccs2)n1C1CCCCC1)C(=O)NCc1ccco1 (stereo not given) | 2 | 1.2 | 1 | 0.98 | 2 | -18 | 4 | 0.0 | 5
Nc1nc(-c2cccnc2)nn1C(=O)COc1ccccc1 | -1 | 0.96 | -8 | 1.1 | -7 | 4 | -2 | 2.2 | -12
Cc1cc(NC(=O)CN2C(=O)NC(CC(C)C)C2=O)no1 (stereo not given) | 0 | 1 | -1 | 1 | -2 | -4 | 6 | -1.2 | -5
CCN(c1ccc(NC(=O)CSc2nnc3nc(C)cc(C)n23)cc1)C(C)C | 1 | 0.97 | 6 | 0.91 | 9 | 3 | 4 | -6.5 | -12
CC(C)(C)n1nc2c(c1NC(=O)c1cccs1)CS(=O)C2 (stereo not given) | 0 | 1.1 | 1 | 1 | -1 | -6 | 4 | -5.9 | -1
N/C(=N\OC(=O)/C=C/c1ccccc1Cl)c1ccncc1 | -3 | 1 | 7 | 1 | 0 | -3 | 2 | -2.7 | 0

Screening data: PubChem, Sanford-Burnham Center for Chemical Genomics
